Source: PubChem BioAssay (National Center for Advancing Translational Sciences (NCATS))
TDP1 inh = qHTS Assay for Inhibitors of Tyrosyl-DNA Phosphodiesterase (TDP1) | Tyrosyl-DNA phosphodiesterase 1 (Homo sapiens), Q9NUW8 | recombinant TDP1, AlphaScreen DNA substrate cleavage | Potency, µM (top dose mostly 130 µM), without a hit: at the highest dose activity change, negative = inhibition, usual class: inhibitors | hit rate 0.28% among 350,000; also: nearly all actives have a fitted effect of over 40% in size
Target sequence (Q9NUW8 whole entry, looked up): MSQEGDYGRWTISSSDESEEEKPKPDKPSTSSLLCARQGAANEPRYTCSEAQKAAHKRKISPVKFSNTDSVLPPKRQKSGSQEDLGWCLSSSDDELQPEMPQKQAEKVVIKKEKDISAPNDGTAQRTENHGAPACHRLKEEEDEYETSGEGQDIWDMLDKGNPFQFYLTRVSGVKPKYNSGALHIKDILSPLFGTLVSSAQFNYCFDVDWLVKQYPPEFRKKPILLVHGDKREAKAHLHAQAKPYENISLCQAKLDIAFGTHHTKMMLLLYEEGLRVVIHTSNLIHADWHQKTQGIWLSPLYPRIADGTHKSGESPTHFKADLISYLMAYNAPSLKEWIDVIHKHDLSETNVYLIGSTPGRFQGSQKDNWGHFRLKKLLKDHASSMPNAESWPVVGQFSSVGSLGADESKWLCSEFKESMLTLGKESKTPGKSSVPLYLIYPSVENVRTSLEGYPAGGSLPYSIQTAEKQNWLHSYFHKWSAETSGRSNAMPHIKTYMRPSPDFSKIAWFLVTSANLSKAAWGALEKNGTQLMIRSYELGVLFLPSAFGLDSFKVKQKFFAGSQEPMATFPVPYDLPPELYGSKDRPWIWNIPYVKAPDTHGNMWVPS
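Compounds were preincubated with Tdp1 (1 nM final) for 15 min at room temperature before substrate (15 nM final) started a 5 min reaction; beads (10 ug/ml final) were then added for 10 min before AlphaScreen detection.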
N370S GC mod = qHTS Assay for Inhibitors and Activators of N370S glucocerebrosidase as a Potential Chaperone Treatment of Gaucher Disease | Lysosomal acid glucosylceramidase (Homo sapiens), P04062 | N370S GC spleen homogenate, 4MU-glucoside fluorescence | Potency, µM (titrated, usually from 59.4 µM), without a hit: at the top dose activity change, negative = inhibition, most hits filed as inhibitors | hit rate 0.092% among 330,000 | AID 2101, 2009;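 also: 0% = full enzyme activity and -100% = no enzyme basal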
FEN1 inh = qHTS Assay for the Inhibitors of Human Flap endonuclease 1 (FEN1); hit rate 0.35% among 390,000; Potency, µM (titrated, usually from 114 µM), inactives show top-dose activity change, negative = inhibition, hits mostly inhibitors; P39748; AID 588795, 2011; Recombinant FEN1 flap cleavage, fluorescence, 15 min; also: nearly all actives have a fitted effect of over 65% in size
Target sequence (P39748 whole entry, looked up): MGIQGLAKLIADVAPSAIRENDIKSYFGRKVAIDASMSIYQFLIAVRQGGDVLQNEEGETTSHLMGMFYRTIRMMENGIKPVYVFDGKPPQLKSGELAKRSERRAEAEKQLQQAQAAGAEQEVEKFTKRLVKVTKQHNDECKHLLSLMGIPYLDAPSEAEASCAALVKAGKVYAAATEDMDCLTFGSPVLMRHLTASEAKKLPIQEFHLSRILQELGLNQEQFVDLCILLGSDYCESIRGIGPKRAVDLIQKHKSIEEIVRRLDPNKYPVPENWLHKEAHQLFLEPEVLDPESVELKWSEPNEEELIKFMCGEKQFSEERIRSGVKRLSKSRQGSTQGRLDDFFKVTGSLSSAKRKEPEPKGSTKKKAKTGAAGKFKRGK
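In this screen, 50 nM flap DNA substrate was added to 10 nM FEN1 pretreated with compound for 15 min at room temperature; cleavage was followed with reads at 0 and 15 min, and Hill fitting gave concentration–response parameters.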
* marks the source's active call; other numbers are inactive results; u = inconclusive; x = no result given; & = joins results of further samples; [ ] = dose if it differs, or a comment. Calls follow the shape of the dose curve; as a rule, active = well fitted curve in the direction sought with a large enough effect; inconclusive = small, poorly fitted or top-dose-only effect, or another doubt; inactive = no such curve, though single readings can be large; an effect the other way counts as inactive or inconclusive. Unless noted, % is scaled to controls: 0 for no effect and ±100 for the full control effect; potency is read from the fitted curve at half-maximal effect.

| no. | TDP1 inh | N370S GC mod | FEN1 inh | molecule |
| --- | --- | --- | --- | --- |
| 1 | 4% | 0% | -2% | COc1cccc(OCc2cc(C(=O)N(C)Cc3nc(C)cs3)no2)c1 |
| 2 | 3% | u | -17% | CCn1cc([N+](=O)[O-])c(C(=O)N2N=C(c3ccc(OC)cc3OC)CC2c2ccccc2O)n1 (configuration not stated) |
| 3 | -4% | -17% | 11% | COc1ccc(OC)c(Cc2nnc(CCC(=O)NC3CCCCCCC3)o2)c1 |
| 4 | 4% | 0% | -6% | CC(CO)(CO)NC(=O)c1ccc(=O)[nH]n1 |
| 5 | 0% | 4% | x | Cc1cccc2cc(C(c3nnnn3CC3CCCO3)N3CCCC4(CCCCC4)C3)c(=O)[nH]c12 (configuration not stated) |
| 6 | 0% | 16% | -16% | O=C(Nc1cccc(Cl)c1)c1csc(-c2ccccc2)n1 |
| 7 | x | -2% | 24% | CCOc1ccc(/C(O)=C2/C(=O)C(=O)N(CCCN3CCOCC3)C2c2ccc(C)cc2)cc1C (configuration not stated) |
| 8 | -10% | -2%&9% | x | C[C@H](C[C@H](N)C(=O)O)C(=O)O |
| 9 | 1% | 4% | 5% | CCCOc1ccc(C(=O)CCC(=O)OC(C)C(=O)Nc2ccc(NC(C)=O)cc2)cc1 (configuration not stated) |
| 10 | 7% | -3% | 0% | CCOCC(=O)Nc1nnc(COCC)s1 |
| 11 | x | 0% | 3% | COc1ccccc1CC(=O)N1CCN(c2ccccc2F)CC1 |
| 12 | 11% | -2% | x | COc1ccc2c(c1)C(=O)[C@H](OC(=O)NCCOc1ccccc1)[C@@H](c1ccc(OC)c(Br)c1)O2 |
| 13 | 5% | -4% | 7% | CCOC(=O)NC1(C(F)(F)F)NC(=O)N(C2CCCCC2)C1=O (configuration not stated) |
| 14 | 2% | x | -2% | CCOC(=O)C1CCCN(C(=O)c2cccc(N3C(=O)c4ccccc4C3=O)c2)C1 (configuration not stated) |
| 15 | 9% | 7.9µM* | 22µM* | C#CCOCCOCCOCCNc1nc(N2CCN(C(=O)CCCCCCCCCCNC(=O)[C@H](CCCCN)n3cc(CCO)nn3)CC2)nc(N2CCN(C(=O)CCCCCCCCCCNC(=O)[C@H](CCCN=C(N)N)n3cc(C[C@@H](C)CC)nn3)CC2)n1 |
| 16 | 1% | 28% | 4% | CCc1ccc(NC(=O)c2ccc(Cn3cc([N+](=O)[O-])cn3)cc2)cc1 |
| 17 | 1% | 12% | -15% | COC(=O)C(C(=O)OC)C(C[N+](=O)[O-])c1ccc(OC)cc1 (configuration not stated) |
| 18 | 4% | 7% | 0% | CCn1c(SCC(=O)N2CCCC2)nc2c1c(=O)n(C)c(=O)n2C |
| 19 | 7% | 3% | 11% | O=C(NCc1ccc2c(c1)OCO2)C1CCCCC1 |
| 20 | 1% | 6% | -7% | Cc1cccc(CNC(=O)C(C)n2nc(C)c3c(C)n(-c4ccccc4)nc3c2=O)c1 (configuration not stated) |
| 21 | -4% | 6% | -17% | O=C(CCc1ccccc1)Nc1cc(C(F)(F)F)ccc1Cl |
| 22 | 6% | -3% | 0% | COc1cccc(Nc2nc(-c3ccc(O)cc3)cs2)c1 |
| 23 | 5% | -6% | 4% | COc1ccc(N2C(=O)/C(=C/c3ccc([N+](=O)[O-])cc3)N=C2C)c(OC)c1 |
| 24 | 4% | 4% | 8% | Cc1ccc(NC(=O)COc2ccc(/C=C3/SC(=Nc4ccccc4)N(Cc4cccnc4)C3=O)cc2)cc1 |
| 25 | 3% | -4% | 2% | CCOC(=O)c1cnc2c(cnn2C)c1NCCC#N |
| 26 | 5% | -13% | 1% | CCOc1ccc(NC(=O)Nc2ccc(N(C)C(C)=O)cc2)cc1 |
| 27 | 1% | -11% | 22% | N#CCC(=O)Nc1ccc(C(=O)NCc2ccccn2)cc1 |
| 28 | 0% | 8%[89.1 µM] | x | Cc1cc2oc(=O)cc(-c3ccccc3)c2c(C)c1/C=C/c1ccc(F)cc1 |
| 29 | 0% | -15% | 1% | O=C(CNC(=S)N(Cc1ccccc1F)C1CCCCC1)NCCN1CCOCC1 |
| 30 | 5% | x | 2% | O=C(Nc1cccc(Cl)c1)c1ccc(F)c(S(=O)(=O)N2CCC3(CC2)OCCO3)c1 |

Printed as active in FEN1 inh (from the list above):
| no. | TDP1 inh | N370S GC mod | FEN1 inh | molecule |
| --- | --- | --- | --- | --- |
| 15 | 9% | 7.9µM* | 22µM* | C#CCOCCOCCOCCNc1nc(N2CCN(C(=O)CCCCCCCCCCNC(=O)[C@H](CCCCN)n3cc(CCO)nn3)CC2)nc(N2CCN(C(=O)CCCCCCCCCCNC(=O)[C@H](CCCN=C(N)N)n3cc(C[C@@H](C)CC)nn3)CC2)n1 |

The listing picks up, repeating the seven entries before the break.
| no. | TDP1 inh | N370S GC mod | FEN1 inh | molecule |
| --- | --- | --- | --- | --- |
| 24 | 4% | 4% | 8% | Cc1ccc(NC(=O)COc2ccc(/C=C3/SC(=Nc4ccccc4)N(Cc4cccnc4)C3=O)cc2)cc1 |
| 25 | 3% | -4% | 2% | CCOC(=O)c1cnc2c(cnn2C)c1NCCC#N |
| 26 | 5% | -13% | 1% | CCOc1ccc(NC(=O)Nc2ccc(N(C)C(C)=O)cc2)cc1 |
| 27 | 1% | -11% | 22% | N#CCC(=O)Nc1ccc(C(=O)NCc2ccccn2)cc1 |
| 28 | 0% | 8%[89.1 µM] | x | Cc1cc2oc(=O)cc(-c3ccccc3)c2c(C)c1/C=C/c1ccc(F)cc1 |
| 29 | 0% | -15% | 1% | O=C(CNC(=S)N(Cc1ccccc1F)C1CCCCC1)NCCN1CCOCC1 |
| 30 | 5% | x | 2% | O=C(Nc1cccc(Cl)c1)c1ccc(F)c(S(=O)(=O)N2CCC3(CC2)OCCO3)c1 |
| 31 | 6% | 7% | 2% | CC1(C)C2CCC1(CS(=O)(=O)Nc1cccc(S(N)(=O)=O)c1)C(=O)C2 (configuration not stated) |
| 32 | -4% | 7% | -3% | Cc1ccc(C)c(-c2cc(C(=O)Nc3cccc(C(=O)O)c3)c3ccccc3n2)c1 |
| 33 | 6% | 4% | -2% | CN(C(=O)COC(=O)c1nc(Cl)ccc1Cl)c1ccccc1 |
| 34 | x | u | 7% | CCOc1cc(/C=C2\C(=N)N3N=C(N4CCCCC4)SC3=NC2=O)ccc1OC(=O)c1ccco1 |
| 35 | 7% | -6% | -8% | Cc1ccc(NC(=O)/C(=C\C=C\c2ccccc2)NC(=O)c2ccccc2)cc1 |
| 36 | 0% | -8% | -5% | O=C(NC1CCCC1)C(c1ccncc1)N(CCCN1CCOCC1)C(=O)c1ccc(-c2ccccc2)[nH]1 (configuration not stated) |
| 37 | 3% | -3% | -2% | COc1ccc(C(=O)NN(C)c2nc(C(F)(F)F)nc3ccccc23)cc1 |
| 38 | 2% | -1% | -27% | O=C(NCc1cccs1)C(=O)NCC(c1ccco1)N1CCN(c2ccccc2F)CC1 (configuration not stated) |
| 39 | 11% | -7% | -20% | N#CC1=C(N)Oc2cc(N)ccc2C1c1ccc(F)cc1 (configuration not stated) |
| 40 | 0% | 5% | -2% | O=C(COc1ccccc1)N1CCN=C1SCc1ccccc1 |
| 41 | -12% | -3% | -6% | Cc1cc(=O)c(C(=O)O)nn1-c1ccccc1F |
| 42 | x | -2% | 4% | CC1CCc2c(sc(NC(=S)NC(=O)c3ccccc3)c2C#N)C1 (configuration not stated) |
| 43 | 4% | 28% | -3% | N#C/C(=C(/O)COc1ccc(Cl)cc1)c1nc2ccccc2s1 |
| 44 | 12% | -9% | 14% | S=C(Nc1ccccc1)Nc1nc2ccccc2n1CCOc1ccc(Cl)cc1 |
| 45 | 0% | -8% | -1% | CCCCC(=O)Nc1nc(C)c(-c2csc(Nc3cc(Cl)ccc3OC)n2)s1 |

Limited to N370S GC mod, for some of the entries so far:
entry | SMILES | N370S GC mod
35 | Cc1ccc(NC(=O)/C(=C\C=C\c2ccccc2)NC(=O)c2ccccc2)cc1 | -6%
36 | O=C(NC1CCCC1)C(c1ccncc1)N(CCCN1CCOCC1)C(=O)c1ccc(-c2ccccc2)[nH]1 (configuration not stated) | -8%
37 | COc1ccc(C(=O)NN(C)c2nc(C(F)(F)F)nc3ccccc23)cc1 | -3%

Next section.
| no. | TDP1 inh | N370S GC mod | FEN1 inh | molecule |
| --- | --- | --- | --- | --- |
| 46 | x | -3% | -1% | CC(C)Oc1ccc(C(=O)NC2CCN(Cc3ccccc3)CC2)cc1 |
| 47 | 2% | -3% | 1% | CC(C)OC(=O)c1cccc(C(=O)Nc2cccc(NC(=O)c3cccc(C(=O)OC(C)C)n3)n2)n1 |
| 48 | 0% | -5% | -4% | CC(C)Cn1c(N)c(C(=O)COC(=O)Cc2cccs2)c(=O)n(C)c1=O |
| 49 | 8% | x | 1% | CCc1ccc(-n2nnc(-c3nsc(NC(=O)c4ccccc4Cl)n3)c2C)cc1 |
| 50 | -3% | 17% | 16% | O=C(COC(=O)CNC(=O)c1cccc([N+](=O)[O-])c1)Nc1ccccc1OC(F)F |
| 51 | 0% | -15% | 2% | C=CCn1c(SCC(=O)Nc2ccccc2C)nc2sc(C)c(C)c2c1=O |
| 52 | -6% | x | 0% | CCCCN(CCCC)c1ncnc2c1cnn2-c1cccc(C)c1 |
| 53 | x | -5% | 18% | O=C1[C@H]2[C@@H](c3ccc(F)cc3)N3C(=O)N(c4ccc(Br)cc4)C(=O)[C@@]3(Cc3ccccc3)[C@H]2C(=O)N1C1CCCCC1 |
| 54 | 1% | 1% | -6% | NS(=O)(=O)c1cccc(NC(=O)COC(=O)CCSc2ccccc2)c1 |
| 55 | 0% | 1% | 7% | CN(CCc1ccccn1)Cc1ccc(Cl)cc1 |
| 56 | 0%&0% | 8% | -4%&16% | O=S(=O)(c1ccc2nc(N3CCN(c4ccccc4F)CC3)ccc2c1)N1CCCCC1 |
| 57 | 1% | x | 14% | Cc1ccc(CNCc2ccccc2Cl)s1 |
| 58 | 0% | -4% | 2% | COc1ccc(NC(=O)c2ccco2)cn1 |
| 59 | -4% | 0% | 1% | CC1Cc2cc(/C(O)=C3/C(=O)C(=O)N(CCCn4ccnc4)C3c3ccco3)ccc2O1 (configuration not stated) |
| 60 | 9% | 10% | u | COC(=O)c1c(N)sc2c1CCN(c1ncc(C(F)(F)F)cc1Cl)C2 |
| 61 | 3% | x | 0% | COC(=O)c1c(SCC(=O)Nc2cc(OC)cc(OC)c2)[nH]c2ccc(C)cc2c1=O |
| 62 | 8% | 1% | -4% | COc1cc(C2N(c3ccccc3)CCN2c2ccccc2)ccc1OC(C)=O |
| 63 | 1% | -7% | -12% | CC(=O)c1sc(NC(=O)CCNC(=O)c2ccco2)nc1-c1ccccc1 |
| 64 | 6% | 0% | -16% | COc1ccc(C(Nc2ccccn2)c2c(NC(=O)c3ccco3)sc(C)c2C)cc1OC (configuration not stated) |
| 65 | 1% | x | -1% | O=C(NN1C(=O)NC2(CCCCC2)C1=O)c1ccc(Cl)s1 |
| 66 | x | -5% | 1% | O=C(c1cc(-c2ccc(F)cc2)no1)N1CCN(Cc2ccc3c(c2)OCO3)CC1 |
| 67 | -3% | 15% | 7% | O=C(CSc1n[nH]c(-c2cccnc2)n1)Nc1ccnc2ccccc12 |
| 68 | 0% | 2% | x | NC(C(=O)O)C(CC(=O)O)c1ccc(Cl)cc1 (configuration not stated) |
| 69 | -3%[56.1 µM] | x | -16% | Cc1ccc(C(=O)NC(CCc2ccccc2)C(=O)O)cc1 (configuration not stated) |
| 70 | -2% | 2% | -14% | CCCCN(CC)Cc1ccc(CNC(=O)Nc2ccc(Cl)cc2)o1 |
| 71 | x | -3% | -1% | Cc1cc(Cl)ccc1NC(=O)c1ccc2c(c1)CCN2S(C)(=O)=O |
| 72 | x | -8% | -3% | COCCNC(=O)C1CCC(CNS(=O)(=O)c2ccccc2)CC1 (configuration not stated) |
| 73 | 6% | 5% | -14% | CN(Cc1ccccc1)S(=O)(=O)c1ccc(Cl)c(C(=O)NCc2ccc3c(c2)OCO3)c1 |

Look-ups from the entries so far:
Cc1cccc(CNC(=O)C(C)n2nc(C)c3c(C)n(-c4ccccc4)nc3c2=O)c1 (configuration not stated) in N370S GC mod → 6%
N#C/C(=C(/O)COc1ccc(Cl)cc1)c1nc2ccccc2s1 in N370S GC mod → 28%

The order is random; any-hit rate near 0.57%.
